Compound activity as filed in PubChem.
Pf Dd2 growth = P. falciparum Dd2 growth inhibition; SYBR Green, 72 h; active compounds read low; activity change, % at 10 µM; 94,000 tested, 2.3% active; AID 1159554; in the data active means activity change below about -80%
Tcruzi prolif = inhibitors of T. cruzi proliferation. T. cruzi beta-gal in NIH3T3, GalScreen luminescence, 90 h. inhibition, % at 8.34 µM. 77,000 tested, 5.9% active;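 active means mean inhibition above about 93%, with at least 55% of replicates each passing it, limit read from the data, passing the limit was not always enough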
GASC1 inh = blocks human GASC-1 (KDM4C) demethylase activity | inhibition, % at 12.5 µM | GST-KDM4C 2-372, H3K9me3 peptide, LANCE TR-FRET | 96,000 tested, 0.15% active;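 active means mean replicate inhibition above about 25%, with at least 55% of replicates also reaching it, limit read from the data, passing the limit was not always enough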
Target sequence (Q9H3R0 2-372 limits assumed): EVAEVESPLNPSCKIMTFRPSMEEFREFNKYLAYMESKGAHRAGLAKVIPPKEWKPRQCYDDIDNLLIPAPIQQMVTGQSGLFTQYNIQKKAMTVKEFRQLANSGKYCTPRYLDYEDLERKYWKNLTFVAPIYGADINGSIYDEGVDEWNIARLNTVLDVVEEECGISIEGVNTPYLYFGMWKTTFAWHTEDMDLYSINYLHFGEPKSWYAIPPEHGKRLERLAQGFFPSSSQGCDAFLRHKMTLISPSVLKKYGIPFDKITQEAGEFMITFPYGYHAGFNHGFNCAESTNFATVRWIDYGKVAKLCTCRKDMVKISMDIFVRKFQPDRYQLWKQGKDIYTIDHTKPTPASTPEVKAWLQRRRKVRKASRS
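Material: GST-tagged GASC-1 (JMJD2C) catalytic fragment, aa 2-372. Input: enzyme final amount 10 nM. Medium: HEPES buffer, pH 7.5, plus ascorbate. Reagent: H3K9me3 peptide substrate, Fe(II), 2-oxoglutarate. Doses: single dose. Times: reaction 30 min RT, detection step 1 h RT. Measured by: LANCE TR-FRET. Evaluation: Fall in 671/618 emission ratio as inhibition.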
C diff HTS = inhibitors of Clostridium difficile growth; Clostridium difficile clinical isolate growth, OD600, 24 h; active compounds read low; growth activity, negative = inhibition, % at 16 µg/mL (by protocol); 86,000 tested, 0.25% active;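 active means mean growth activity at or below -80% and every replicate also at or below -80%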;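 further: 0% = DMSO wells and -100% = levofloxacin 16 µg/mL wells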
Active calls of the source: *; · = no result given; & = joins results of further samples.

structure	C diff HTS	Pf Dd2 growth	GASC1 inh	Tcruzi prolif
C[C@@H]1CCCCO[C@@H](CN(C)C(=O)Nc2ccc(F)cc2)[C@@H](C)CN([C@H](C)CO)C(=O)c2cc(NC(=O)Nc3ccc(C(F)(F)F)cc3)ccc2O1	5	13	-1.1	91
C[C@@H]1CN([C@@H](C)CO)C(=O)c2cc(C#CCc3ccccc3)cnc2O[C@@H]1CN(C)Cc1cccc(F)c1	·	-39	12	45
C[C@H](NC(=O)C[C@@H]1C[C@@H]2c3cc(NC(=O)Cc4ccncc4)ccc3O[C@@H]2[C@H](CO)O1)c1ccccc1	·	9	-1.6	-1
COc1ccc(C#Cc2cnc3c(c2)C(=O)N([C@H](C)CO)C[C@H](C)[C@@H](CN(C)C(C)=O)O3)cc1	7	-20	-0.5	15
O=C(C[C@@H]1CC[C@H](NC(=O)Nc2ccc(C(F)(F)F)cc2)[C@H](CO)O1)NCCN1CCCC1	·	4	-1.5	-28
CC(C)NC(=O)N(C)C[C@H]1Oc2ncc(C3=CCCCC3)cc2C(=O)N([C@H](C)CO)C[C@H]1C	1	-19	1.2	-60
O=C(NCC[C@H]1CC[C@@H](NC(=O)C2CCC2)[C@@H](CO)O1)c1cc(Cl)cc(Cl)c1	0	3	0.3	·
CN1C[C@H]2[C@@H](c3ccccc31)[C@H](CO)N2C(=O)Nc1ccc(F)cc1	-11	-7	-1.6	57
CC(=O)N(C)C[C@H]1Oc2cc(/C=C/c3ccccc3)ccc2S(=O)(=O)N([C@@H](C)CO)C[C@H]1C	-6	-3	-1.6	·
C[C@H](CO)N1C[C@H](C)[C@@H](CN(C)S(=O)(=O)CC(F)(F)F)OCc2ccccc2-c2c(n(C)c3ccccc23)C1=O	2	45	0.6	49
O=C(C[C@@H]1CC[C@H]2[C@@H](COC[C@@H](O)CN2S(=O)(=O)c2ccc(F)cc2)O1)N[C@H]1CCN(Cc2ccccc2)C1	6	-38	-2.1	45
CN1C(=O)c2cc(NC(=O)C3CCOCC3)ccc2OC[C@H]2O[C@H](CC(=O)NCC3CCCCC3)CC[C@H]21	-9	·	0.4	-20
O=C(Nc1ccc(F)cc1)N1CCCCN2[C@H](CO)[C@@H](c3ccc(C#CC4CC4)cc3)[C@@H]2C1	43	-1	-0.8	108*
O=C(CN1CCOCC1)NCC[C@@H]1CC[C@H](NS(=O)(=O)c2ccc(Cl)cc2)[C@@H](CO)O1	1	24	-1.3	-2
COc1ccc(S(=O)(=O)N2CCCCN3[C@H](CO)[C@@H](c4ccc(C5=CCCC5)cc4)[C@H]3C2)cc1	31	1	-0.8	62
C[C@@H]1CN([C@H](C)CO)S(=O)(=O)c2ccc(-c3cccc(C#N)c3)cc2O[C@H]1CN(C)C(=O)C1CC1	-1	-22	0.3	76
CO[C@@H]1CN(C)C(=O)c2cc(NC(=O)c3ccc(F)cc3)ccc2OC[C@@H](C)N(C(=O)CC2CC2)C[C@@H]1C	·	·	0.7	24
O=C(C[C@H]1CC[C@@H]2[C@H](COC[C@H](O)CN2S(=O)(=O)c2ccc(Oc3ccccc3)cc2)O1)Nc1ccccc1	88&30	-33	-0.7	·
CC(C)C(=O)Nc1ccc2c(c1)C(=O)N(C)[C@H]1CC[C@@H](CC(=O)NC3CCCC3)O[C@@H]1CO2	-2	8	0.4	-9
C[C@H](CO)N1C[C@H](C)[C@@H](CN(C)S(=O)(=O)c2ccc(F)cc2)OCCCC[C@H](C)Oc2ccc(NC(=O)Nc3cccc4ccccc34)cc2C1=O	-1	-40	-0.6	85
COc1ccc(S(=O)(=O)Nc2ccc3c(c2)C(=O)N([C@@H](C)CO)C[C@@H](C)[C@H](CN(C)S(=O)(=O)c2c(C)noc2C)OCCCC[C@@H](C)O3)cc1	-5	2	-0.5	13
CO[C@H]1CN(C)C(=O)c2ccc(NC(C)=O)cc2OC[C@@H](C)N(Cc2cc(F)ccc2F)C[C@H]1C	5	-9	1.1	48
Cc1noc(C)c1NC(=O)N(C)C[C@H]1Oc2ccc(NS(=O)(=O)c3ccccc3)cc2C(=O)N([C@H](C)CO)C[C@@H]1C	6	28	-0.4	·
O=C(C[C@@H]1C[C@@H]2c3cc(NC(=O)NC4CCCC4)ccc3O[C@@H]2[C@@H](CO)O1)NCc1ccc(Oc2ccccc2)cc1	-7	-37	-0.8	·
O=C(C[C@H]1CC[C@@H]2[C@H](COC[C@H](O)CN2CC2CCCCC2)O1)NCC1CC1	·	-1	-2.2	-22
CO[C@H]1CN(C)C(=O)c2ccc(NC(C)=O)cc2OC[C@@H](C)NC[C@@H]1C	-3	24	-1.3	-6
CCC(=O)N1CC2(C1)CN(Cc1cccc(F)c1)[C@H](CO)c1c2c2ccc(OC)cc2n1C	-3	-30	1.1	·
CO[C@H]1CN(C)C(=O)c2ccc(NC(=O)C3CCC3)cc2OC[C@@H](C)NC[C@H]1C	-1	·	-0.3	10
CC(C)NC(=O)N(C)C[C@H]1Oc2ccc(NS(=O)(=O)c3cn(C)cn3)cc2C(=O)N([C@@H](C)CO)C[C@@H]1C	2	29	-1.2	-47
C[C@@H]1CN([C@@H](C)CO)C(=O)CCCn2cc(nn2)CO[C@@H]1CN(C)C(=O)CCC(F)(F)F	-3	1	0.3	-17
Cc1noc(C)c1S(=O)(=O)N(C)C[C@@H]1OCCCC[C@@H](C)Oc2ccc(NC(=O)Nc3ccc(F)cc3)cc2C(=O)N([C@@H](C)CO)C[C@@H]1C	22	-32	0.1	·
CCCc1cn(CC[C@@H]2CC[C@@H](NC(=O)C3CCC3)[C@H](CO)O2)nn1	-1	-8	-2.4	·
Cc1noc(C)c1NC(=O)Nc1cccc2c1O[C@H](CN(C)C(=O)Nc1cccc3ccccc13)[C@@H](C)CN([C@@H](C)CO)C2=O	2	27	1.9	12
C[C@H](CO)N1C[C@H](C)[C@@H](CN(C)S(=O)(=O)c2cn(C)cn2)Oc2ccc(NC(=O)c3ccncc3)cc2C1=O	-4	24	-0.8	65
CCCNC(=O)N1[C@@H]2CN(C(=O)C3CC3)c3ccccc3[C@@H]2[C@@H]1CO	-2	18	-2.9	37
CN1c2ccc(-c3cccc(F)c3)cc2[C@H]2[C@H](CCN2C(=O)c2ccncc2)[C@H]1CO	-3	21	0.3	64
O=C(C[C@H]1CC[C@H]2[C@@H](COC[C@H](O)CN2CC2CC2)O1)NCc1ccc(Cl)cc1	3	-10	0.4	26
O=C(C[C@@H]1CC[C@@H]2[C@H](COC[C@H](O)CN2Cc2cccc(-c3ccncc3)c2)O1)N1CCCCC1	·	-17	1.9	58
COc1ccc2c3c([nH]c2c1)[C@@H](CO)N(C(=O)Nc1ccc(F)cc1)CC31CCN(S(=O)(=O)c2cn(C)cn2)CC1	12	-3	0.0	·
CNC[C@@H]1OCCCC[C@@H](C)Oc2ccc(NS(=O)(=O)c3cn(C)cn3)cc2C(=O)N([C@@H](C)CO)C[C@H]1C	2	39	4.9	53

Quoted at random: two records from the list.
structure	C diff HTS	Pf Dd2 growth	GASC1 inh	Tcruzi prolif
O=C(C[C@H]1CC[C@H]2[C@@H](COC[C@H](O)CN2CC2CC2)O1)NCc1ccc(Cl)cc1	3	-10	0.4	26
CN1c2ccc(-c3cccc(F)c3)cc2[C@H]2[C@H](CCN2C(=O)c2ccncc2)[C@H]1CO	-3	21	0.3	64

Remaining list, next part.
structure	C diff HTS	Pf Dd2 growth	GASC1 inh	Tcruzi prolif
COCC(=O)Nc1ccc2c(c1)C(=O)N(C)[C@@H]1CC[C@@H](CC(=O)Nc3cn(C)nc3C)O[C@H]1CO2	0	-3	3.6	23
N#Cc1ccc(-c2ccc3c(c2)[C@@H]2[C@@H](CCN2S(=O)(=O)c2ccccc2F)[C@@H](CO)N3)cc1	-2	12	-0.6	32
C[C@@H]1CN([C@@H](C)CO)C(=O)c2cc(NS(=O)(=O)c3ccccc3)ccc2O[C@@H](C)CCCCO[C@H]1CN(C)S(=O)(=O)c1ccc(F)cc1	-1	-21	-0.8	57
Cc1noc(C)c1NC(=O)Nc1ccc2c(c1)C(=O)N([C@@H](C)CO)C[C@H](C)[C@@H](CN(C)S(=O)(=O)c1ccccc1)OCCCC[C@H](C)O2	-2	-38	0.1	-21
C[C@H]1CN([C@@H](C)CO)C(=O)CCCn2nncc2CO[C@H]1CN(C)S(=O)(=O)c1ccc(Oc2ccccc2)cc1	0	-52&-44	-1.5	45&79
CN1CCN(C(=O)C[C@H]2C[C@@H]3c4cc(NC(=O)c5cccnc5)ccc4O[C@@H]3[C@@H](CO)O2)CC1	-1	14	0.0	-8
Cc1ccccc1-c1ccc([C@@H]2[C@H](CO)N3C(=O)CN(C(=O)c4ccncc4)C[C@@H]23)cc1	-12	-53	-0.5	·
Cc1ccc(S(=O)(=O)N(C)C[C@@H]2Oc3ccc(NS(=O)(=O)c4ccccc4)cc3CC(=O)N([C@H](C)CO)C[C@@H]2C)cc1	2	-33	-1.8	25

Structures listed so far with two or more sulfur atoms, in the order listed:
structure	C diff HTS	Pf Dd2 growth	GASC1 inh	Tcruzi prolif
COc1ccc(S(=O)(=O)Nc2ccc3c(c2)C(=O)N([C@@H](C)CO)C[C@@H](C)[C@H](CN(C)S(=O)(=O)c2c(C)noc2C)OCCCC[C@@H](C)O3)cc1	-5	2	-0.5	13
C[C@@H]1CN([C@@H](C)CO)C(=O)c2cc(NS(=O)(=O)c3ccccc3)ccc2O[C@@H](C)CCCCO[C@H]1CN(C)S(=O)(=O)c1ccc(F)cc1	-1	-21	-0.8	57
Cc1ccc(S(=O)(=O)N(C)C[C@@H]2Oc3ccc(NS(=O)(=O)c4ccccc4)cc3CC(=O)N([C@H](C)CO)C[C@@H]2C)cc1	2	-33	-1.8	25

Next part.
structure	C diff HTS	Pf Dd2 growth	GASC1 inh	Tcruzi prolif
O=C(c1ccccn1)N1C[C@@H]2[C@H](c3ccccc31)[C@@H](CO)N2C(=O)C1CCOCC1	-4	-5	1.1	-6
C[C@H](CO)N1C[C@H](C)[C@H](CN(C)Cc2ccc(C(=O)Nc3ccccc3N)cc2)Oc2ccc(NS(=O)(=O)c3cn(C)cn3)cc2CC1=O	-1	-33	-1.6	·
N#Cc1ccc(-c2ccc3c(c2)[C@H]2[C@H](CCN2Cc2cncnc2)[C@H](CO)N3)cc1	-10	-57	0.5	66
COc1ccc(S(=O)(=O)N(C)C[C@H]2OCCCC[C@@H](C)Oc3ccc(NS(=O)(=O)c4ccc(F)cc4)cc3C(=O)N([C@@H](C)CO)C[C@@H]2C)cc1	4	-34	0.9	104*
O=C(c1ccc2c(c1)OCO2)N1CC(=O)N2[C@H](CO)[C@H](c3ccc(C#CC4CCCC4)cc3)[C@H]2C1	-10	-60	-0.4	·
COc1ccc(S(=O)(=O)Nc2ccc3c(c2)C(=O)N([C@@H](C)CO)C[C@@H](C)[C@H](CN(C)Cc2ccc(Cl)c(Cl)c2)OCCCC[C@@H](C)O3)cc1	·	-38	-1.3	34
NCC[C@H]1CC[C@@H](NC(=O)c2ccccc2F)[C@@H](CO)O1	1	18	-0.5	17
COCC#Cc1cnc2c(c1)C(=O)N([C@H](C)CO)C[C@H](C)[C@@H](CN(C)C(C)=O)O2	-5	27	0.8	4
C[C@H]1CN([C@@H](C)CO)S(=O)(=O)c2ccc(-c3cncnc3)cc2O[C@@H]1CN(C)C(=O)Cc1cccnc1	1	8	0.7	-60
O=C(C[C@@H]1CC[C@H]2[C@@H](COC[C@@H](O)CN2C(=O)Nc2ccccc2)O1)NCCc1ccncc1	·	5	-0.6	23
C[C@@H]1CN([C@H](C)CO)C(=O)Cc2cc(NC(=O)Nc3ccc(F)cc3)ccc2O[C@H]1CN(C)Cc1ccc(C(=O)Nc2ccccc2N)cc1	9	-39	-2.4	·
C[C@H]1CN([C@@H](C)CO)C(=O)c2cccc(NC(=O)c3ccncc3)c2O[C@H]1CN(C)C(=O)NC1CCCCC1	5	1	-1.0	83
C[C@@H]1CCCCO[C@@H](CN(C)S(=O)(=O)c2ccc(F)cc2)[C@H](C)CN([C@@H](C)CO)C(=O)c2cc(NC(=O)NC3CCCCC3)ccc2O1	21	-21	-1.1	57
COc1ccccc1-c1cnc2c(c1)C(=O)N([C@H](C)CO)C[C@@H](C)[C@H](CN(C)C(=O)CN(C)C)O2	-2	-2	-0.5	-18
CC(C)(C)[S@](=O)N1Cc2cc(C(=O)N[C@@H]3CCN(Cc4ccccc4)C3)nc(-c3cccc(-c4cccnc4)c3)c2[C@@H]1CCO	·	-88*	-3.3	91
C[C@H]1CN([C@@H](C)CO)C(=O)Cc2cc(NS(=O)(=O)c3cn(C)cn3)ccc2O[C@@H]1CN(C)Cc1ccc(Cl)c(Cl)c1	1	-2	3.6	14
O=C(C[C@@H]1CC[C@H]2[C@@H](COC[C@@H](O)CN2S(=O)(=O)c2ccc(Cl)cc2)O1)N[C@@H]1CCN(Cc2ccccc2)C1	·	-32	-2.2	49
C[C@@H]1CCCCO[C@H](CN(C)Cc2ccncc2)[C@H](C)CN([C@@H](C)CO)C(=O)c2cc(NC(=O)CCCN(C)C)ccc2O1	-1	44	7.7	4
